High-throughput results deposited in PubChem by National Center for Advancing Translational Sciences (NCATS).
FBPA Giardia inh = qHTS Assay for Inhibitors of Fructose-1,6-bisphosphate Aldolase from Giardia Lamblia. A8B2U2. purified Giardia FBPA. Potency, µM (highest dose often 59.6 µM), for the others: at the top dose activity, negative = inhibition, hits mostly inhibitors. 290,000 compounds, 0.71% hits. AID 2451, 2010; further: potency means the concentration at half of the fitted maximal effect; nearly all actives have a fitted effect of over 55% in size
Target sequence (A8B2U2 whole entry, looked up): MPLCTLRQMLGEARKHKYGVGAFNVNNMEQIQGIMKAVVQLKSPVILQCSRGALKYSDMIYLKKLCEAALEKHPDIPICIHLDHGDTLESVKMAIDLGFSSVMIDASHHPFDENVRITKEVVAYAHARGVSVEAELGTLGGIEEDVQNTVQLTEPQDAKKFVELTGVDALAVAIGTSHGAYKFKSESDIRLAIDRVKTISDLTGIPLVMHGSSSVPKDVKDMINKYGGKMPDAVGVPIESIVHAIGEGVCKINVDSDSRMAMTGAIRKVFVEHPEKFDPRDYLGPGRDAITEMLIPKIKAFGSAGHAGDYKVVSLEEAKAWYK
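40 nM FBPA preincubated 10 min at RT with compound (up to 57.5 uM final), then substrate plus GAPDH/TPI/NAD/arsenate coupling and diaphorase/resazurin added. Fluorescence read after 20 min at RT, 525/598 nm.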
AmpC detergent = qHTS Inhibitors of AmpC Beta-Lactamase (assay with detergent); 370,000 compounds, 0.041% hits; AID 485294, 2010; AmpC hydrolysis of nitrocefin, absorbance 480 nm, 0.01% Triton; Potency, µM (doses to about 114 µM), for inactives: top-dose activity change, negative = inhibition, usual class: inhibitors; P00811;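 further: potency means the concentration at half of the fitted maximal effect; 0% = no-compound wells and -100% = no-enzyme wells; nearly all actives have a fitted effect of over 25% in size; some results filed as inactive show a strong effect at the top dose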
Target sequence (P00811 whole entry, looked up): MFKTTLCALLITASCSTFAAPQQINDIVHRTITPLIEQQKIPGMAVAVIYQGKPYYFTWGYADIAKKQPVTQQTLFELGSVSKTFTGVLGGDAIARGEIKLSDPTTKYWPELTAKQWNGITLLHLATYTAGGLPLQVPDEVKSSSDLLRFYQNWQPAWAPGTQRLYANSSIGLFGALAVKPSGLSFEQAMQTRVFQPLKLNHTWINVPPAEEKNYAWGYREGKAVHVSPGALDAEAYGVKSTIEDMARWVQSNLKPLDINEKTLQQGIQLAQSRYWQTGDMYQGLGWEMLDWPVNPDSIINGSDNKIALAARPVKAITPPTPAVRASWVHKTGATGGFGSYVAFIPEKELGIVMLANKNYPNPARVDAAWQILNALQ
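AmpC (5.3 nM in the dispensed reagent) in 20 mM phosphate pH 7.0 with 0.01% (detergent screen) or 0.0001% Triton X-100 was preincubated with compounds for 15 min at room temperature. Nitrocefin was then added from an 800 uM solution, and hydrolysis was followed at 480 nm.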
AmpC no deterg = qHTS Inhibitors of AmpC Beta-Lactamase (assay without detergent) | Potency, µM (titrated, usually from 57.1 µM), for inactives: at the highest dose activity change, negative = inhibition, actives largely listed as inhibitors | 330,000 compounds, 0.52% hits | P00811 | AID 485341, 2010 | AmpC nitrocefin hydrolysis, absorbance 480 nm, 0.0001% Triton;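 further: potency means the concentration at half of the fitted maximal effect; plate controls were no compound for no effect and no enzyme for full effect; nearly all actives have a fitted effect of over 20% in size; some results filed as inactive show a strong effect at the top dose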
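AmpC (5.3 nM in the dispensed reagent) in 20 mM phosphate pH 7.0 with 0.01% (detergent screen) or 0.0001% Triton X-100 was preincubated with compounds for 15 min at room temperature. Nitrocefin was then added from an 800 uM solution, and hydrolysis was followed at 480 nm.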
HCMV inh = qHTS Assay for inhibitors of the human cytomegalovirus (HCMV); HFF cells, HCMV-luciferase reporter, 72 h; active compounds read low; activity change, negative = inhibition, % at 57.5 µM; 410,000 compounds, 4.5% hits; in the data active means activity change below about -60%; inconclusive means no clear call, values can overlap the other calls; inactive means above about -39%
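Two compound doses tested in HFFs infected with HCMV-luciferase, MOI 1 PFU/cell, 72 h at 37C. Lysate luminescence read with OneGlo; data normalized against buffer-only and 10uM Salinomycin inhibitor controls.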
Sm TGR block = qHTS Assay for the Inhibitors of Schistosoma Mansoni Peroxiredoxins; purified TGR, DTNB reduction, TNB absorbance 405 nm; AID 485364, 2010; Schistosoma mansoni thioredoxin glutathione reductase (TGR), Q962Y6; Potency, µM (titrated, usually from 114 µM), inactives show at the highest dose activity change, negative = inhibition, hits mostly inhibitors; 360,000 compounds, 3% hits; further: potency means the concentration at half of the fitted maximal effect; nearly all actives have a fitted effect of over 60% in size
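TGR 20 nM + NADPH 100 uM (dispensed conc.), cpd preinc 15 min RT; start with NADPH (500 uM addition) then DTNB (15 mM addition). Kinetic TNB absorbance, 405 nm filter. Four-parameter Hill fit across titration.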
AMA1-RON2 inh = qHTS for Inhibitors of AMA1-RON; Towards Development of Antimalarial Drug Lead: Primary Screen; Plasmodium falciparum AMA1 (3D7) - RON2 peptide interaction; 360,000 compounds, 0.2% hits; Potency, µM (series often up to 58.2 µM), for inactives: at the top dose activity change, negative = inhibition, usual class: inhibitors; AlphaScreen AMA1-biotinylated RON2 peptide binding;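 further: potency means the concentration at half of the fitted maximal effect; 0% = vehicle wells and -100% = peptide control; nearly all actives have a fitted effect of over 45% in size; some results filed as inactive show a strong effect at the top dose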
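AMA1 (3D7) with his tag at 25 nM final met compounds first, then biotinylated RON2 peptide at 25 nM; detection used donor plus acceptor beads, 10 µg/mL apiece, read by AlphaScreen after 30 min at room temperature.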
* marks the source's active call; other numbers are inactive results; ? = inconclusive; . = not tested or not shown; [ ] = remark or other dose. Unless noted, the call rests on the fitted dose curve; in most records, active means well fitted curve in the direction sought with a large enough effect; inconclusive means small, poorly fitted or top-dose-only effect, or another doubt; inactive means no such curve, though single readings can be large; an effect the other way counts as inactive or inconclusive. Unless noted, on the % scale 0 is the no-effect control and ±100 the full control effect. Rows were taken by chance, and some 7.8% of all compounds hit somewhere here.

SMILES | FBPA Giardia inh | AmpC detergent | AmpC no deterg | HCMV inh | Sm TGR block | AMA1-RON2 inh
O=C(NC1(C(F)(F)F)N=C(c2ccccc2)N(C2CCCCC2)C1=O)c1ccccc1F (stereo unspecified) | . | -2% | . | -18 | -12% | .
O=C(Cn1c(-c2cncs2)nc2ccccc21)NCc1ccccc1 | 8% | -3% | -26% | 37 | 2% | -3%
CC(CC(=O)Nc1ccccc1C(F)(F)F)c1ccccc1 (stereo unspecified) | 5% | -2% | -32% | ? | 0% | -13%
COC(=O)C1=C(c2ccc(OC)c(OC)c2)C[C@@H]2CC[C@H]1N2C(=O)NCCOc1ccccc1 | . | 5% | 45% | -21 | 7% | -6%
CCOc1ccc(OCC(=O)OC(C)C(=O)NC2CCCC2)cc1 (stereo unspecified) | . | . | -21% | 51 | . | 6%
O=c1[nH][nH]cc1C=Nc1cc(Cl)ccc1O | 11% | 4% | -12% | -3 | -27% | 39%[activator]
CN(Cc1ccccn1)C(=O)C1CCC(=O)N(Cc2cccc(C(F)(F)F)c2)C1 (stereo unspecified) | -13% | -5% | 46% | 10 | -17% | 5%
Cc1ccn2c(Nc3ccc4c(c3)OCO4)c(-c3ccc(N(C)C)cc3)nc2c1 | . | -5% | . | 29 | -5% | .
CC1CCN(c2nc3c(cc2C#N)COC(C)(C)C3)CC1 | -10% | -2% | 19% | -14 | 0% | 7%
O=C(CCCN1C(=O)C(c2ccccc2)Oc2cccnc21)NCCc1ccc(Cl)cc1 (stereo unspecified) | . | -5% | 61%[activator] | -29 | 1% | -9%
COc1ccc(NS(=O)(=O)c2ccc(C)c(NC(=O)c3ccc(C)c(S(=O)(=O)N4CCOCC4)c3)c2)cc1 | -3% | -10% | -21% | -32 | -9% | 6%
COc1ccccc1OCCCCCc1c(C)n[nH]c1C | -6% | 2% | 37% | -61* | 6% | -14%
O=C(Nc1cccc(C(F)(F)F)c1)C1CCCN(S(=O)(=O)c2cccc3nonc23)C1 (stereo unspecified) | . | 11% | . | -19 | 0% | .
Cc1cc(C)c2[nH]c(C(=O)Nc3ccc4c(c3)OCO4)cc2c1 | -29% | 9% | -51% | -27 | -4% | -20%
COc1cc(-c2nnc(SCC(=O)Oc3ccccc3)o2)cc(OC)c1OC | . | 1% | . | 4 | 1% | .
COc1cc(NC(=O)CCc2nnc3ccc(N4CCN(c5cccc(OC)c5)CC4)nn23)cc(OC)c1 | . | -6% | 0% | 6 | 1% | 5%
Cc1ccc2cc(C#N)c(N3CCCN(S(=O)(=O)c4ccc(F)cc4)CC3)nc2c1 | -5% | ? | -19% | -1 | -15% | 17%
CCOc1ccc(OCc2cccc(C(=O)N/N=C/c3cccnc3)c2)cc1 | 1% | -3% | 13% | 83 | -8% | 13%
O=C(c1ccco1)N1CCN(CC(O)Cn2c3ccccc3c3ccccc32)CC1 (stereo unspecified) | 5% | 0% | 142%[activator] | 72 | 4% | -9%
COc1ccc(CC(=O)NNC(=O)CN(C)S(=O)(=O)c2ccc(Cl)cc2)cc1OC | . | -14% | 21% | -9 | 0% | 120%[activator]
CC(NC(=O)/C(=C\c1cccc([N+](=O)[O-])c1)NC(=O)c1ccco1)C(=O)O (stereo unspecified) | 7% | -5% | -31% | -28 | 0% | 3%
CCN(CCCNC(=O)c1cc2c(Cl)nc3ccccc3c2s1)Cc1ccccc1 | . | ? | . | ? | 89µM* | .
Cc1cc(/C=N/NC(N)=O)c(C)n1C1CCCCC1 | -6% | 5% | -11% | -9 | . | -12%
O=C(C1=C(O)C(=O)N(CCCn2ccnc2)C1c1ccc(F)cc1)c1ccco1 (stereo unspecified) | . | 3% | -11% | -27 | 5% | .
OC[C@H]1O[C@@H](n2cnc3c(NC4CCCC4)nc(Cl)nc32)[C@H](O)[C@@H]1O | . | -6% | -11% | -16 | -3% | -3%
COc1cc(NC(=S)NCCCN2CCOCC2)cc(OC)c1OC | -1% | 1% | -9% | -16 | . | 6%
COc1cc(CNCCCN2CCOCC2)c(Br)cc1OC(C)C | -23% | ? | -7% | 27 | -1% | 14%
Cn1c(SCC(=O)N2CCCc3ccccc32)ncc(C(=O)Nc2ccc(Cl)cc2)c1=O | . | -2% | . | 3 | -3% | .
O=C(CN1C(=O)CSc2ccccc21)NCCC1=CCCCC1 | 0% | 2% | -7% | -23 | -5% | -2%
CSc1ncccc1C(=O)Nc1cc(C)ccn1 | . | 2% | -27% | 29 | 4% | -5%
O=C(NCc1ccco1)c1ccc2nccnc2c1 | 3% | -3% | -19% | 14 | 5% | 0%
CCc1nn(-c2ccccc2)c2nc(-c3ccc(O)cc3)c3cc(OC)c(OC)cc3c12 | . | 9% | . | -5 | 6% | .
CC(=O)NNS(=O)(=O)c1ccccc1[N+](=O)[O-] | 0% | -8% | -22% | 5 | 0% | -3%
COc1nccnc1NS(=O)(=O)c1ccc(N=Cc2c(C)[nH]n(-c3ccccc3)c2=O)cc1 | -1% | 0% | -23% | -33 | -4% | ?
CN(C)c1ccc(-c2ccccc2)nn1 | 0% | 4% | -6% | 109 | 4% | -16%
COC(=O)c1c(NC(=O)CC2Nc3cc(C)c(C)cc3NC2=O)sc(C)c1C (stereo unspecified) | -5% | 10% | -14% | . | ? | -17%
CCCNC(=O)C(=O)NCCC1=CCCCC1 | 4% | ? | -9% | 61 | 28% | 13%
CCC(=O)Oc1cccc(C(=O)Nc2cccc(NC(=O)c3ccco3)c2)c1 | -3% | 2% | -23% | -15 | 2% | -16%
CC(=O)c1c(C)[nH]c(C(=O)OCCOc2ccccc2)c1C | -1% | -2% | -25%[11.4 µM] | ? | 1% | -7%
O=[N+]([O-])c1ccccc1/C=C/CN1CCSCC1 | 16µM* | ? | -15% | 42 | ? | ?
C/C(=N\Nc1ccccc1)c1c(O)[nH]c(=O)[nH]c1=O | 4% | 5% | -18% | 39 | 7% | 5%
CC(=O)c1ccc(NCC2COc3ccccc3O2)c([N+](=O)[O-])c1 (stereo unspecified) | -1% | -4% | -11% | 81 | -6% | ?
COc1ccc(C(=O)Nc2nc(CC(=O)NCc3ccc(F)cc3)cs2)cc1 | . | ? | -12% | 43 | -2% | -1%
COCCn1c(SCC(=O)c2c(-c3ccccc3)n(C)c3ccccc23)nnc1-c1ccncc1 | 5% | 2% | 181%[activator] | -36 | -10% | 10%[11.6 µM]
COC(=O)C1=C(C(=O)c2ccccc2)C(c2ccccc2)n2nnnc2N1 (stereo unspecified) | 2% | 6% | -12% | -23 | . | 14%
Cc1c(C(=O)NCCc2ccc(Cl)cc2)sc2nc3n(c(=O)c12)CCCC3 | . | 3% | . | ? | 45µM* | .
COC(=O)c1ccc(Nc2ccc3nonc3c2[N+](=O)[O-])cc1 | 1% | -13% | -10% | 7 | -10% | 10%
CC1(C)CC(=O)C=C(Nc2ccc(Cl)c(Br)c2)C1 | -5% | -13% | -4% | 3 | 0% | 2%

Four of these compounds, reformatted:
canonical_smiles	FBPA Giardia inh	AmpC detergent	AmpC no deterg	HCMV inh	Sm TGR block	AMA1-RON2 inh
CC1(C)CC(=O)C=C(Nc2ccc(Cl)c(Br)c2)C1	-5%	-13%	-4%	3	0%	2%
CC(=O)c1c(C)[nH]c(C(=O)OCCOc2ccccc2)c1C	-1%	-2%	-25%[11.4 µM]	?	1%	-7%
CCCNC(=O)C(=O)NCCC1=CCCCC1	4%	?	-9%	61	28%	13%
COc1ccc(C(=O)Nc2nc(CC(=O)NCc3ccc(F)cc3)cs2)cc1	.	?	-12%	43	-2%	-1%

Later entries
SMILES | FBPA Giardia inh | AmpC detergent | AmpC no deterg | HCMV inh | Sm TGR block | AMA1-RON2 inh
COC(=O)c1cccc(NC(=O)CN2CCC(NC(=O)c3cc(OC)c(OC)c(OC)c3)CC2)c1 | -6% | -17% | 104%[activator] | 20 | -18% | -3%
COCCNC(=O)COC(=O)c1cc(-c2ccc(OC)cc2)nc2ccccc12 | -7% | -8% | 124%[activator] | -20 | 3% | 22%
CC(C)c1ccc(/C=C/C(=O)NC(=S)Nc2ccc(CN3CCOCC3)cc2)cc1 | 1% | 1% | 46% | ? | -2% | 39%[activator]
CCN(CC)C(=O)CSc1nc2nc(C)cc(C)c2c(=O)[nH]1 | -8% | -3% | -18% | 12 | 2% | -2%
Cc1cccc(NC(=O)c2nc[nH]c2C(=O)NCc2ccccc2)c1 | . | -4% | -6% | -61* | -2% | 135%[activator]
COc1ccccc1OCCOCCOc1ccc(C)cc1Br | -8% | ? | 7% | ? | -10% | 87%[activator]
COc1ccc(S(=O)(=O)N2CCOC2CNC(=O)C(=O)NCCN2CCOCC2)cc1 (stereo unspecified) | . | -2% | 7% | 18 | 6% | 4%
Cc1cc(NC(=O)c2ccc([N+](=O)[O-])cc2)n(CCC#N)n1 | 7% | 6% | -14% | -3 | -6% | 14%
COc1ccc(S(=O)(=O)Nc2cc(C)ccn2)cc1OC | 10% | ? | -11% | 0 | 0% | 2%
COc1ccccc1C1CC(c2ccc(NS(C)(=O)=O)cc2)=NN1S(=O)(=O)c1ccccc1 (stereo unspecified) | . | 1% | -5% | -25 | -6% | -6%
CC(C)C(=O)Nc1ccc(C(=O)NNC(=O)CCc2ccccc2)cc1 | 8% | 7% | -6% | 127 | 7% | 21%
CCCc1ccc(OCC(=O)O)cc1 | 1% | -8% | -14% | 48 | 1% | 0%
Cn1nccc1C(=O)OCC(=O)Nc1ccccc1 | -8% | -11% | -15% | ? | 2% | 14%
COc1cccc(C2=CC(c3ccccc3F)n3c(nc4ccccc43)N2)c1 (stereo unspecified) | . | 4% | . | 86 | -19% | .
CC(C)Cc1nnc(NC(=O)CCc2c[nH]c3ccccc23)s1 | 0% | 1% | -6% | 13 | 1% | -15%
Cc1c(C(=O)NCc2ccccn2)oc2ccc(S(=O)(=O)N3CCOCC3)cc12 | 9% | 2% | -4% | -19 | 2% | 53%[activator]
COC(=O)c1sccc1NC(=O)Nc1ccc(OC)cc1OC | -15% | 8% | 0% | -16 | 5% | 8%
Cc1ccc(C(=O)N2CCN(c3ncccn3)CC2)cc1NC1=NC2CS(=O)(=O)CC2S1 (stereo unspecified) | ? | -8% | -21% | 16 | 7% | 5%
Cc1sc(NC(=O)c2ccco2)c(C(c2cccnc2)N2CCC(C)CC2)c1C (stereo unspecified) | 1% | -1% | 19% | -93* | 18µM* | 8%
Cc1ccc(C)c(NC(=O)CSc2n[nH]c(-c3ccccn3)n2)c1 | ? | -9% | -25% | ? | -1% | -38%
